Rtt109 Vps75 = inhibitors of C. albicans Rtt109/Vps75 HAT, primary screen, biochemical, ThioGlo CoA-SH fluorescence, plate reader; AID 540336, 2011; 330,000 tested, 0.16% active; inhibition, % at 34.9 µM; purified Rtt109/Vps75, 4 h;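 active = inhibition of at least 50% in every replicate; inconclusive = best replicate reaches 50% inhibition but some replicates fall short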
Target sequence (Q5AAJ8 whole entry, looked up): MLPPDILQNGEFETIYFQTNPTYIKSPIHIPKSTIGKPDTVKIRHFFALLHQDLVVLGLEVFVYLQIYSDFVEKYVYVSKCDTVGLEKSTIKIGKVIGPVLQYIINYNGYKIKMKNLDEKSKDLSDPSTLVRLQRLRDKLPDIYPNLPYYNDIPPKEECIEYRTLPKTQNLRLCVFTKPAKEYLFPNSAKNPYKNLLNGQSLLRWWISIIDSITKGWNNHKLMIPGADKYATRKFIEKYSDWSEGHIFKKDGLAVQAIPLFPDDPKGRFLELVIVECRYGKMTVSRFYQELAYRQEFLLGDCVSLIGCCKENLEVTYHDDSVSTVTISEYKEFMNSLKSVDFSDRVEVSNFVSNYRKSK
phage Ecoli inh = growth loss of phage-infected E. coli, primary screen, RecBCD inhibitor project, absorbance, with phage, HTS; inhibition, % at 11.9 µM; 360,000 tested, 0.26% active; AID 651602, 2012; in the data active = inhibition above about 11%
Tat transport = E. coli Tat export inhibitors, primary screen, MC4100, TorA-mCherry reporter, fluorescence, single point; inhibition, % at 10 µM; 340,000 tested, 0.036% active; AID 488895, 2010;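 active = mean replicate inhibition at least 50% and at least half of replicates individually reaching 50%; inconclusive = only one of the two criteria met; inactive = neither criterion met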;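 note: exported cargo escapes ClpAP degradation while cytoplasmic cargo is degraded and loses fluorescence; 0% = median of neutral control wells and 100% = median of NaSCN control wells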
Wnt act = Wnt/beta-catenin pathway activators, primary screen, cell-based, plate reader, single point; Wnt/beta-catenin reporter cell assay, activator; activation, % at 9.35 µM; 300,000 tested, 1.2% active; in the data active = activation above about 30%, passing the limit was not always enough; inconclusive = no clear call, values can overlap the other calls;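 note: 0% = neutral control wells and 100% = positive control wells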
PvdQ acylase = P. aeruginosa PvdQ acylase inhibitors, primary screen, biochemical, fluorescence, plate reader and imaging, single point; PvdQ acylase [Pseudomonas aeruginosa LESB58]; purified PvdQ acylase; 340,000 tested, 0.063% active; inhibition, % at 10 µM; AID 488965, 2010; in the data active = inhibition above about 30%, passing the limit was not always enough; inconclusive = no clear call, values can overlap the other calls;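 note: 0% = vehicle neutral wells and 100% = reference inhibitor wells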
Ecoli viability = E. coli V3065 growth inhibition, primary screen, counter-screen for AddAB inhibitor project, absorbance, OD600 | inhibition, % at 11.9 µM | 18 h | 330,000 tested, 0.27% active | AID 449728, 2010;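 active = inhibition above the campaign's mean inhibition across all tested compounds plus 3 SD, cut at about 9.9% in these data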;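 note: uninfected addAB+ strain grown without phage in ampicillin broth; 0% = DMSO wells and 100% = ciprofloxacin 0.95 µg/ml wells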
PfHsp90 set2 = growth inhibition of PfHsp90-expressing yeast, primary screen, antimalarial PfHsp90 inhibitor project, S. cerevisiae, BacTiter-Glo luminescence, single point, set 2; BacTiter-Glo ATP, 48 h; yeast lacking PDR1 and PDR3 efflux regulators; inhibition, % at 9.4 µM; 310,000 tested, 0.32% active;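 active = every replicate shows inhibition above about 80%, whatever the replicate mean, limit read from the data; inconclusive = mean inhibition reaches the set limit but some replicate falls short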;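 note: 0% = DMSO neutral controls and 100% = 20 µM radicicol positive controls; yeast relying on Plasmodium falciparum Hsp90 in place of its own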
CAL PDZ inh = CAL PDZ peptide-binding inhibitors, primary screen, biochemical, fluorescence polarization, Cer-tagged CAL PDZ, HTS. Golgi-associated PDZ and coiled-coil motif-containing protein (Homo sapiens), Q9HD26. purified CAL PDZ, TMR-peptide fluorescence polarization, 1 h. inhibition, % at 20 µM. 330,000 tested, 0.02% active. AID 504414, 2011;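 active = highest replicate inhibition of at least 40%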;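 note: plate controls were DMSO neutral control wells for no effect and unlabeled competitor peptide control wells for full effect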
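Material: tagged CAL PDZ protein CerCALP, purified; buffer or medium: sodium phosphate/NaCl buffer pH 7.4 with TCEP, IgG, Thesit; also added: fluorescent TMR peptide probe; schedule: 1 h incubation at room temperature before polarization reading; technique: fluorescence polarization from S- and P-plane intensities, G-factor corrected; control set: unlabelled peptide and DMSO controls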
DAGLB inh = DAGLB lipase inhibitors, primary screen, biochemical, fluorescence, HTS | inhibition, % at 5.17 µM | 340,000 tested, 0.059% active | Diacylglycerol lipase-beta (Homo sapiens), Q8NCG7 | HEK293T DAGLB membrane lysate, EnzChek fluorogenic substrate; in the data active = inhibition above about 34%;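 note: 0% = enzyme with vehicle and 100% = wells lacking enzyme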
Target sequence (Q8NCG7 whole entry, looked up): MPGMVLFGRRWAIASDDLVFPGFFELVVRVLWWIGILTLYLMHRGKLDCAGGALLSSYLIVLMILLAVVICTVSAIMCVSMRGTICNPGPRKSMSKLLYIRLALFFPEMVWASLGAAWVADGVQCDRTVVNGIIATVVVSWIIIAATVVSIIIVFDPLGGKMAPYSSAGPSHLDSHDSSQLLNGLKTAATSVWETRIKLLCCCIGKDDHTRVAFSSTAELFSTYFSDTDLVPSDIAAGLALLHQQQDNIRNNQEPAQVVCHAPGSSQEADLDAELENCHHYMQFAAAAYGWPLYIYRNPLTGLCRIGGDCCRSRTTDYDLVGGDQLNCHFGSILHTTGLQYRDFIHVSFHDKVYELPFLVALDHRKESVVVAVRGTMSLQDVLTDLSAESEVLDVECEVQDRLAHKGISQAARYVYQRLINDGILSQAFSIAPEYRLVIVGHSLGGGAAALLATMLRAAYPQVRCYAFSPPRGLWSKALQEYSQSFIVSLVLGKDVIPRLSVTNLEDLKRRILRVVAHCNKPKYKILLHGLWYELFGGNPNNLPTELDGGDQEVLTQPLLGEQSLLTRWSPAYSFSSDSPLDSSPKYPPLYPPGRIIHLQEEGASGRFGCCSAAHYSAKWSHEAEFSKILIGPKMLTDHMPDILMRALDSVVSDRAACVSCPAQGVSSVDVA
AddAB inh = growth inhibition of E. coli expressing H. pylori AddAB, primary screen, AddAB inhibitor project, absorbance. 330,000 tested, 0.29% active. inhibition, % at 11.9 µM; in the data active = inhibition above about 12%;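 note: 0% = vehicle wells of infected cells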
Starred values were filed as active, the others as inactive; ? = inconclusive; nt = not tested or not shown.

SMILES	Rtt109 Vps75	phage Ecoli inh	Tat transport	Wnt act	PvdQ acylase	Ecoli viability	PfHsp90 set2	CAL PDZ inh	DAGLB inh	AddAB inh
O=C(O)CNC(=O)CC1S/C(=N/N=C2/NC(=O)CS2)NC1=O (configuration not stated)	-5	4.2	-8	0	-13	-0.6	-14	-2.1	0	1.3
CCn1c(SCC#N)nc2cc(S(=O)(=O)N3CCOCC3)ccc21	-3	0.6	22	-1	19	0.6	6	-0.7	-2	5.1
COc1ccc(C2CC(Cn3cc(C#N)c(=O)n(C)c3=O)ON2C)cc1 (configuration not stated)	0	2.9	0	0	-16	0.4	-15	-0.6	nt	1.9
N/C(=N\OC(=O)CCCOc1ccccc1)c1ccccc1	2	3.5	1	2	1	0.3	-2	-1.1	-18	-0.1
COc1ccccc1NC1=Nc2cccc3cccc1c23	nt	1.1	nt	6	nt	1.4	nt	nt	nt	1.6
C=Cn1cc[n+](CC(=O)c2cccs2)c1	-11	-0.4	-4	1	8	-0.1	-7	0.9	-1	0.8
Cc1ccc(C(=O)NC(=S)NCc2cccnc2)cc1	-1	4.9	3	1	-4	0.1	25	-2.8	1	2.6
O=C(CSc1cn(Cc2ccccc2)c2ccccc12)N1CCOCC1	3	2.1	-5	18	9	1.0	6	0.4	-1	-1.6
COc1ccc(NS(=O)(=O)c2cccc(C(=O)N3CCN(C(=O)c4ccco4)CC3)c2)cc1	-3	1.6	-6	-2	-16	1.0	5	-0.2	0	1.9
CCOc1ccc(Br)cc1S(=O)(=O)Nc1ccc(C(=O)OC(C)C(=O)N(C)c2ccccc2)cc1 (configuration not stated)	-5	3.5	-6	-3	-9	0.3	-5	-2.3	-2	0.0
COc1cc(NS(=O)(=O)c2ccc(NC(=O)NC3CCCCC3)cc2)nc(OC)n1	4	0.9	2	nt	6	3.0	nt	-2.3	3	2.0
COc1ccccc1C(=O)NCC(=O)OC(C)C(=O)N(C)C1CCCCC1 (configuration not stated)	-6	1.5	4	-2	-10	-1.4	-7	0.7	0	2.6
O=C(CNS(=O)(=O)c1ccccc1)N1CCN(c2ccccc2)CC1	3	0.9	4	nt	13	-2.7	15	-1.6	-4	-1.5
Cn1c(=S)[nH]c(=O)c2ncc(=O)[nH]c21	-3	3.0	8	13	-1	-1.0	-3	-1.2	0	1.3
O=C(Nc1ccon1)c1sc2cc(Cl)ccc2c1Cl	-9	0.0	-8	20	-15	-2.1	-18	-2.6	-3	-0.9
CCC(C)(C(=O)NC1CCCCC1)N(Cc1ccco1)C(=O)c1cnccn1 (configuration not stated)	-10	2.5	-14	-6	4	0.1	-2	0.0	-1	0.8
CCN(CC)S(=O)(=O)c1ccc(NC(=O)CSc2cccc[n+]2[O-])cc1	18	nt	-14	0	-3	-1.2	12	-1.7	-5	2.0
CS/C(=C(/C#N)S(=O)(=O)c1ccc(Cl)cc1)N1CCOCC1	4	2.6	2	-2	-7	-1.6	-8	-0.6	nt	0.1
Cc1cc(C)n(CCOc2ccc(Br)cc2)n1	-1	0.0	-8	0	-17	-0.9	2	-0.5	-1	2.4
Cc1ccc(NC(=O)C2CCN(c3ncnc4sc(C)c(C)c34)CC2)cc1S(=O)(=O)N(C)C	3	2.6	7	-4	-11	-0.1	nt	-1.4	0	3.8
O=C(/C=C\c1ccco1)c1ccc(NC(=O)c2ccco2)cc1	5	5.5	-4	-2	7	-1.5	-15	-2.2	-2	-0.2
CC(C)N(C(=O)[C@H]1C[C@H](CC(=O)NCc2cccc(C(F)(F)F)c2)C(=O)N2CCc3c([nH]c4cc(CCC(=O)N(C)C)ccc34)[C@]12C)C(C)C	2	-1.8	12	-6	-17	-2.7	6	0.4	4	-1.1
Cc1cc(NC(=O)/C=C\C(=O)O)c([N+](=O)[O-])cc1C	-4	-0.6	17	-2	-22	-0.4	27	-0.5	1	-0.2
O=C(CCCCn1c(=O)c2ccccc2n(CC(=O)Nc2cccc(F)c2)c1=O)NCc1ccco1	-10	-0.2	-1	nt	-15	-1.3	-37	-0.3	-3	2.7
Cc1cc(C(=O)N2CCOCC2)c(C)o1	-4	-0.9	-11	1	-11	-1.3	nt	7.3	3	0.0
C=CCn1c(SCC(=O)Nc2nncs2)nnc1-c1ccco1	-12	3.1	9	-1	-18	-0.1	-12	-1.5	1	3.8
CC(C)CCN(C(=O)c1cn2ccccc2n1)c1c(N)n(Cc2ccccc2)c(=O)[nH]c1=O	11	0.8	-7	1	1	nt	nt	-2.4	0	nt
O=C(NC1CCS(=O)(=O)C1)c1ccc(S(=O)(=O)NCC2CCCO2)cc1 (configuration not stated)	-1	-3.4	-10	-1	-7	0.6	-5	-0.1	0	2.0
Cn1c(N)c(C(=O)COC(=O)c2cc(C3CC3)nc3ccccc23)c(=O)n(Cc2ccccc2)c1=O	-8	3.4	-10	-3	-11	-0.3	-11	-0.6	-3	0.4
CCOCCCNC(=O)C1CCN(S(=O)(=O)N2CCCC2)CC1	-11	4.2	-4	-1	-5	1.1	-3	-2.0	0	0.9

Not a retest: an excerpt of the list.
SMILES	Rtt109 Vps75	phage Ecoli inh	Tat transport	Wnt act	PvdQ acylase	Ecoli viability	PfHsp90 set2	CAL PDZ inh	DAGLB inh	AddAB inh
O=C(CNS(=O)(=O)c1ccccc1)N1CCN(c2ccccc2)CC1	3	0.9	4	nt	13	-2.7	15	-1.6	-4	-1.5
Cn1c(=S)[nH]c(=O)c2ncc(=O)[nH]c21	-3	3.0	8	13	-1	-1.0	-3	-1.2	0	1.3
O=C(Nc1ccon1)c1sc2cc(Cl)ccc2c1Cl	-9	0.0	-8	20	-15	-2.1	-18	-2.6	-3	-0.9
CCC(C)(C(=O)NC1CCCCC1)N(Cc1ccco1)C(=O)c1cnccn1 (configuration not stated)	-10	2.5	-14	-6	4	0.1	-2	0.0	-1	0.8
CCN(CC)S(=O)(=O)c1ccc(NC(=O)CSc2cccc[n+]2[O-])cc1	18	nt	-14	0	-3	-1.2	12	-1.7	-5	2.0
CS/C(=C(/C#N)S(=O)(=O)c1ccc(Cl)cc1)N1CCOCC1	4	2.6	2	-2	-7	-1.6	-8	-0.6	nt	0.1
Cc1cc(C)n(CCOc2ccc(Br)cc2)n1	-1	0.0	-8	0	-17	-0.9	2	-0.5	-1	2.4
Cc1ccc(NC(=O)C2CCN(c3ncnc4sc(C)c(C)c34)CC2)cc1S(=O)(=O)N(C)C	3	2.6	7	-4	-11	-0.1	nt	-1.4	0	3.8
O=C(/C=C\c1ccco1)c1ccc(NC(=O)c2ccco2)cc1	5	5.5	-4	-2	7	-1.5	-15	-2.2	-2	-0.2
CC(C)N(C(=O)[C@H]1C[C@H](CC(=O)NCc2cccc(C(F)(F)F)c2)C(=O)N2CCc3c([nH]c4cc(CCC(=O)N(C)C)ccc34)[C@]12C)C(C)C	2	-1.8	12	-6	-17	-2.7	6	0.4	4	-1.1
Cc1cc(NC(=O)/C=C\C(=O)O)c([N+](=O)[O-])cc1C	-4	-0.6	17	-2	-22	-0.4	27	-0.5	1	-0.2
O=C(CCCCn1c(=O)c2ccccc2n(CC(=O)Nc2cccc(F)c2)c1=O)NCc1ccco1	-10	-0.2	-1	nt	-15	-1.3	-37	-0.3	-3	2.7
Cc1cc(C(=O)N2CCOCC2)c(C)o1	-4	-0.9	-11	1	-11	-1.3	nt	7.3	3	0.0
C=CCn1c(SCC(=O)Nc2nncs2)nnc1-c1ccco1	-12	3.1	9	-1	-18	-0.1	-12	-1.5	1	3.8
CC(C)CCN(C(=O)c1cn2ccccc2n1)c1c(N)n(Cc2ccccc2)c(=O)[nH]c1=O	11	0.8	-7	1	1	nt	nt	-2.4	0	nt

The list goes on:
SMILES	Rtt109 Vps75	phage Ecoli inh	Tat transport	Wnt act	PvdQ acylase	Ecoli viability	PfHsp90 set2	CAL PDZ inh	DAGLB inh	AddAB inh
CN(C)c1ncc(S(=O)(=O)c2ccccc2)c(-c2ccc(Cl)cc2Cl)n1	7	0.5	6	nt	-23	-0.2	30	-2.3	-3	2.8
COc1ccc(N2CCN(C(=O)Cn3ncc4c([nH]c5ccccc54)c3=O)CC2)cc1	-12	-1.2	-9	-5	-14	-2.1	7	-1.3	-1	-1.3
O=C(O)COCc1nc2ccccc2[nH]1	-4	2.2	-1	1	2	-0.7	0	-0.7	1	0.8
O=C(C1CC(=O)N(c2ccccc2)C1)N1CCN(c2ccccc2F)CC1 (configuration not stated)	1	1.1	0	17	-15	1.7	3	-2.5	1	0.9
CC(=O)O/N=C(/C)c1ncc(C(F)(F)F)cc1N1CCOCC1	36	1.9	10	4	4	-2.0	-9	-0.4	-6	0.0
CCOC(=O)N1CCC(NC(=O)COc2cc(=O)n(C)c3ccccc23)CC1	11	3.0	-6	-2	0	-0.4	9	0.4	2	0.9
Cc1ccccc1Cn1cc(C)c(=O)[nH]c1=O	-2	0.9	15	2	6	-0.1	-7	2.7	1	2.0
CC(C)CC(C(=O)O)N1C(=O)C2C3CC(C2C1=O)C1C(c2ccccc2)c2sc(=O)[nH]c2SC31 (configuration not stated)	-32	4.8	-8	nt	-9	0.8	-6	-1.8	5	3.8
CCN1C(=O)[C@@H]2[C@@H](c3ccc(-c4cccc(Cl)c4)c(OC)c3)N3CCCC[C@@]3(C(=O)OC)[C@@H]2C1=O	-3	2.9	-19	-7	-6	-1.9	-16	-0.5	-14	-0.3
C/C(=N\NC(=O)C(O)(c1ccccc1)c1ccccc1)c1ccc(C)o1	nt	0.4	-1	-3	-7	-0.7	-13	-1.5	2	4.7
O=C(NC(=S)Nc1ccc(F)cc1)c1ccc2c(c1)OCCO2	2	0.9	9	?	7	0.0	-8	-0.2	-12	-1.3
CC1(C)CC(=O)C(C2c3ccccc3S(=O)(=O)c3ccccc32)C(=O)C1	-14	5.0	-13	0	8	-1.9	-9	-5.2	-2	0.2
COc1ccc(Cl)cc1C(=O)NNC(=O)CNC(=O)c1ccc(C)s1	-10	0.7	-8	-2	-16	-0.5	-4	1.1	3	0.3
S=c1[nH]nc(Cn2nnc3ccccc32)n1-c1ccc(Cl)cc1	4	2.4	-4	0	-3	-0.3	8	-0.5	-2	1.7

Compound activity: PubChem, several laboratories
